Screening data deposited in PubChem BioAssay by National Center for Advancing Translational Sciences (NCATS).
Gal4-VP16 FLuc: inhibits Gal4-VP16 luciferase reporter, ROR gamma counter-screen; Potency, µM (series often up to 53.6 µM), for inactives: at the top dose activity, negative = inhibition, hits mostly inhibitors; 3.5% of 310,000 active; Drosophila S2 Gal4-VP16 UAS-luciferase, luminescence, 20 h;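 also: Gal4-VP16 expression switched on by copper sulfate through the metallothionein promoter; potency is read from the fitted curve at half-maximal effect; % is scaled to controls: 0 for no effect and ±100 for the full control effect; nearly all actives have a fitted effect of over 50% in size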
TRPV1 ag: activates the human vanilloid receptor TRPV1. TRPV1-expressing cells, Fluo-8 calcium influx, agonist mode. activation, % at 8.33 µM. 0.19% of 320,000 active; in the data active = activation above about 80%; inconclusive = between about 30% and that limit; also: 0% is about no effect
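TRPV1-expressing cells were cultured overnight at 35.5C and loaded with Fluo-8 calcium dye for 40 to 90 min at room temperature. After a 10 s baseline, compound was added and calcium influx was read kinetically for 3 min (ex 480/em 520 nm).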
Rab9 promoter act: activates the Rab9 promoter; Potency, µM (series often up to 9.22 µM), for the others: at the top dose activation, negative = inhibition, actives largely listed as activators; 2.8% of 320,000 active; Huh7 Rab9 promoter-luciferase reporter, luminescence, 24 h; also: potency is read from the fitted curve at half-maximal effect; % of control where 0% means no effect; nearly all actives have a fitted effect of over 60% in size
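Measured in stably transfected Huh7 cells bearing a Rab9 promoter–luciferase construct: 24 h compound treatment at 37 °C, followed by luminescence detection.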
Tb PFK block: blocks T. brucei phosphofructokinase. O15648. T. brucei PFK, ADP-Glo luminescence. Potency, µM (series often up to 57.5 µM), for the others: at the top dose activity, negative = inhibition, hits mostly inhibitors. 0.17% of 330,000 active;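 also: potency is read from the fitted curve at half-maximal effect; 0% = uninhibited 1x PFK enzyme wells and -100% = no-enzyme wells; nearly all actives have a fitted effect of over 60% in size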
Target sequence (O15648 whole entry, looked up): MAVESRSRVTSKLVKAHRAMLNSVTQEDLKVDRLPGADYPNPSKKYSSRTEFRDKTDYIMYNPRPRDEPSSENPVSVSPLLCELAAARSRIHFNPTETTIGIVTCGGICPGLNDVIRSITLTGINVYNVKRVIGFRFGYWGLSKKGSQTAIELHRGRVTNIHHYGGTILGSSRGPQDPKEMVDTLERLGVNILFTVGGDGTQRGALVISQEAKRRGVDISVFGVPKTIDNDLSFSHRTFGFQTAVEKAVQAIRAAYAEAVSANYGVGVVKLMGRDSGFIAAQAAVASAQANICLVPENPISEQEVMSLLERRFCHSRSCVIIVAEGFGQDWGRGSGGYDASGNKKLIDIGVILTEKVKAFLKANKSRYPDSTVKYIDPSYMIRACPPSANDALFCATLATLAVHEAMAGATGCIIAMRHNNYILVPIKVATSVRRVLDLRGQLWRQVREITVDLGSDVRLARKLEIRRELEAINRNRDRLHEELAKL
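ADP-Glo luminescence quantified ADP after 45 min at room temperature, with 1.25 nM T. brucei PFK, 0.1 mM ATP and 0.5 mM fructose-6-phosphate in pH 8.0 TEA buffer. qHTS titrations up to 57 µM; curves classified by quality.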
p53 reactivation: restores transcriptional activity of mutant p53; H1299 p53-A138V BP100-luciferase reporter, luminescence, 24 h; Potency, µM (highest dose often 92.2 µM), for the others: at the top dose activity change, positive = activation, usual class: activators; 0.063% of 320,000 active; AID 504706; also: potency is read from the fitted curve at half-maximal effect; % of control where 0% means no effect; nearly all actives have a fitted effect of over 45% in size
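H1299 (p53-null), stable ts p53-A138V + BP100-Luc; 1000 cells/well, Opti-MEM/10% FBS; cpd 4 pt, 1:5; 24 h, 37 deg C, 5% CO2; detection reagent 10 min RT; luminescence.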
NPC1 promoter act: NPC1 promoter activation. Huh7 NPC1 promoter luciferase reporter, 24 h. Potency, µM (titrated, usually from 9.22 µM), without a hit: at the highest dose activation, hits mostly activators. 2.4% of 320,000 active. AID 485313;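 also: potency is read from the fitted curve at half-maximal effect; % of control where 0% means no effect; nearly all actives have a fitted effect of over 60% in size; reporter is driven by a mutant NPC1 promoter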
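Luminescence read-out of NPC1 promoter-driven luciferase in stably transfected Huh7 cells; compounds delivered in DMSO and left 24 h at 37C, 5% CO2, qHTS titration format.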
BRCA1 expr act: BRCA1 expression activation; 1.1% of 380,000 active; Potency, µM (top dose mostly 46.1 µM), for the others: at the highest dose activation, actives largely listed as activators; MCF7-BRCA1-FFLuc reporter, luminescence, 48 h; response scale: scaled: vehicle 0%, 10 µM genistein 100%; AID 624202; also: potency is read from the fitted curve at half-maximal effect; nearly all actives have a fitted effect of over 80% in size; some results filed as inactive show a strong effect at the top dose
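First, MCF7-BRCA1-FFLuc cells (2000/well) attach for 2 h; next, compounds are pin-added and incubated 48 h at 37 °C; finally, luciferase reagent is added and luminescence read after 15 min.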
RORg inh: blocks mouse ROR gamma transcriptional activity; Drosophila S2 Gal4-RORgamma UAS-luciferase reporter, 20 h; 5.4% of 310,000 active; Potency, µM (series often up to 53.6 µM), inactives show at the highest dose activity change, negative = inhibition, actives largely listed as inhibitors; also: potency is read from the fitted curve at half-maximal effect; % is scaled to controls: 0 for no effect and ±100 for the full control effect; nearly all actives have a fitted effect of over 60% in size
Target sequence (P51450 whole entry, looked up, the tested form may be a part): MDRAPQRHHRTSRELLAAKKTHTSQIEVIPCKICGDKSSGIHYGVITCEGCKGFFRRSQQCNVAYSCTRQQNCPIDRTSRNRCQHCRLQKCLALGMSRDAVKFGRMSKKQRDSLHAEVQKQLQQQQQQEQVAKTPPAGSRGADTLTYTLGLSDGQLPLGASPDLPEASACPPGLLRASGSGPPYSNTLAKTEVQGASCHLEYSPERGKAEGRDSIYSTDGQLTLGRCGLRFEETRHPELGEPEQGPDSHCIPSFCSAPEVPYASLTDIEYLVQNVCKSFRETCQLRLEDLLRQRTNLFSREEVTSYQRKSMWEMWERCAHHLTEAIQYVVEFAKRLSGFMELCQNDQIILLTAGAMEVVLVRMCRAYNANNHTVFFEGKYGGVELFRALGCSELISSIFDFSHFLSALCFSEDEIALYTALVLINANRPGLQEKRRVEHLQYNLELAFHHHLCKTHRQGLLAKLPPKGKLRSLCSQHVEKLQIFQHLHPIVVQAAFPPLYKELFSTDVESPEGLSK
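Schneider cells (Drosophila), stable Gal4 DBD–ROR gamma + UAS-luc; 1 hr cmpd preincubation; Cu2+ induction 700 uM final; 20 hr ambient; luminescence.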
ELG1 genotox: inducers of genotoxicity in HEK293T ELG1-luciferase cells; HEK293T ELG1-luciferase reporter, luminescence, 16 h; 1.3% of 330,000 active; Potency, µM (highest dose often 46 µM), without a hit: at the highest dose activity change, positive = activation, usual class: activators; AID 504466; also: potency is read from the fitted curve at half-maximal effect; % of control where 0% means no effect; nearly all actives have a fitted effect of over 60% in size
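16 hr compound incubation (37 °C, 5% CO2) of HEK293T cells carrying luciferase-tagged ELG1; luciferase then measured by ONE-Glo luminescence after 30 min at RT.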
ELG1 repair inh: blocks ELG1-dependent DNA repair in HEK293T cells; HEK293T ELG1-luciferase reporter, luminescence, 16 h; DNA damage induced by 5-fluorouridine; AID 504467; 2.3% of 330,000 active; Potency, µM (titrated, usually from 46.1 µM), for the others: at the top dose activity change, negative = inhibition, most hits filed as inhibitors; also: potency is read from the fitted curve at half-maximal effect; % is scaled to controls: 0 for no effect and ±100 for the full control effect; nearly all actives have a fitted effect of over 55% in size
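Luminescence from the luciferase reporter, measured 30 min after ONE-Glo reagent at room temperature, was the read-out. Beforehand, 2,000 cells per well were exposed for 16 hr at 37 °C to 5-fluorouridine together with compound or vehicle.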
FLuc counter: inhibits or activates purified firefly luciferase, miR-21 counter-screen; purified FLuc, Km substrates, luminescence inhibition; 6.9% of 360,000 active; Potency, µM (doses to about 57.5 µM), without a hit: top-dose activity change, negative = inhibition, usual class: inhibitors; AID 588342; P08659;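 also: potency is read from the fitted curve at half-maximal effect; plate controls were vehicle for no effect and reference inhibitor for full effect; nearly all actives have a fitted effect of over 55% in size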
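Purified P. pyralis luciferase, 10 nM final, with Km-level 10 uM D-luciferin and 10 uM ATP in 50 mM Tris acetate pH 7.5, 10 mM Mg acetate, 0.01% Tween-20, 0.05% BSA; 6-point qHTS titration about 60 µM downward; luminescence read.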
An asterisk follows results filed as active; ? = inconclusive; · = no result given; [ ] = another dose, or the depositor's remark. Unless noted, calls follow the shape of the dose curve; as a rule, active = well fitted curve in the direction sought with a large enough effect; inconclusive = small, poorly fitted or top-dose-only effect, or another doubt; inactive = no such curve, though single readings can be large; an effect the other way counts as inactive or inconclusive.

entry	compound	BRCA1 expr act	ELG1 repair inh	Rab9 promoter act	p53 reactivation	Gal4-VP16 FLuc	ELG1 genotox	FLuc counter	RORg inh	TRPV1 ag	NPC1 promoter act	Tb PFK block
1	CCN(C(=O)CN1CC(C)OC(C)C1)c1c(N)n(Cc2ccccc2)c(=O)[nH]c1=O (centres undefined)	0%	-2%	2%	2%	-1%	0%	-2%	-2%	-2	-4%	-4%
2	O=C(CCC(=O)N1CCCC1)Nc1ccc(Cl)c(Cl)c1	1%	-3%	-2%	8%	-4%	0%	5%	27%	-1	-1%	0%
3	COc1ccc(C2SCC(=O)N2c2ccc(OC)cc2)cc1 (centres undefined)	-25%	0%	12%	5%	-2%	-1%	0%	21%	-1	-1%	1%
4	Cc1c(Nc2ncnc3nc[nH]c23)c(=O)n(-c2ccccc2)n1C	5%	7%	0%	18%	4%	9%	-1%	-16%	-2	2%	0%
5	COc1ccc(N2CCN(C(=O)Cc3csc(NC(=O)Nc4ccccc4OC)n3)CC2)cc1	-41%	16µM*	-8%	-9%	·	-12%	?	·	-4	-6%	0%
6	Cc1c(C)c2ccc(OC(C)C(=O)NCCCn3ccnc3)c(C)c2oc1=O (centres undefined)	1%	8%	-6%	-8%	-1%	6%	-2%	?	2	1%	1%
7	C/C(=N\NC(=O)c1cc(-c2ccco2)nc2ccccc12)c1cccnc1	-23%	-9%	16%	-3%	-3%	2%	13µM*	-16%	-4	13%	-5%
8	CCn1nc(C)c(CNC(=O)CCc2nnc(Cc3c[nH]c4ccccc34)o2)c1C	0%	-1%	1%	0%	7%	0%	-3%	26%	-1	-3%	9%
9	COc1cc(OC)cc(C(=O)Nn2cnnc2)c1	-8%	1%	3%	0%	-6%	0%	0%	9%	0	1%	1%
10	c1cncc(-c2nn3cnnc3s2)c1	0%	17%	2%	2%	-1%	-1%	4%	-27%	2	0%	-4%
11	Cc1cccc(CNc2ccc(S(=O)(=O)N3CCCCC3)cc2)c1	11%	-8%	-1%	?	·	-1%	·	·	4	-9%	0%
12	CCN(C(=O)COc1ccc2ccc(=O)oc2c1)C1CCCCC1	3%	0%	·	-1%	·	0%	·	·	·	·	-2%
13	CSc1ncccc1C(=O)OCc1ccc([N+](=O)[O-])cc1	18%	5%	-3%	8%	3%	2%	-8%	2%	3	-2%	-4%
14	CC(C)OC(=O)CSc1nc2ncc(Cl)cc2[nH]1	-1%	-1%	-2%	9%	13%	3%	2%	16%	0	0%	1%
15	O=C(c1ccc(S(=O)(=O)N2CCOCC2)cc1)N1CCN(S(=O)(=O)c2ccc(Cl)s2)CC1	-14%	-8%	-10%	-3%	-1%	-13%	1%	14%	-1	-5%	1%

Reprinted at random: 5 entries already listed.
entry	compound	BRCA1 expr act	ELG1 repair inh	Rab9 promoter act	p53 reactivation	Gal4-VP16 FLuc	ELG1 genotox	FLuc counter	RORg inh	TRPV1 ag	NPC1 promoter act	Tb PFK block
1	CCN(C(=O)CN1CC(C)OC(C)C1)c1c(N)n(Cc2ccccc2)c(=O)[nH]c1=O (centres undefined)	0%	-2%	2%	2%	-1%	0%	-2%	-2%	-2	-4%	-4%
10	c1cncc(-c2nn3cnnc3s2)c1	0%	17%	2%	2%	-1%	-1%	4%	-27%	2	0%	-4%
2	O=C(CCC(=O)N1CCCC1)Nc1ccc(Cl)c(Cl)c1	1%	-3%	-2%	8%	-4%	0%	5%	27%	-1	-1%	0%
13	CSc1ncccc1C(=O)OCc1ccc([N+](=O)[O-])cc1	18%	5%	-3%	8%	3%	2%	-8%	2%	3	-2%	-4%
6	Cc1c(C)c2ccc(OC(C)C(=O)NCCCn3ccnc3)c(C)c2oc1=O (centres undefined)	1%	8%	-6%	-8%	-1%	6%	-2%	?	2	1%	1%

Next compounds:
entry	compound	BRCA1 expr act	ELG1 repair inh	Rab9 promoter act	p53 reactivation	Gal4-VP16 FLuc	ELG1 genotox	FLuc counter	RORg inh	TRPV1 ag	NPC1 promoter act	Tb PFK block
16	C[C@@H]1CN(C(=O)c2nc3ccc(Cl)cn3c2CN[C@H]2CCCCNC2=O)C[C@H](C)O1	19%	5%	-7%	-2%	2%	-1%	1%	3%	0	-15%	-2%
17	Cc1ccc(C)c(OCC(=O)N2CCN(c3ncccn3)CC2)c1	-1%	8%	-7%	2%	·	-1%	3%	·	6	2%	-3%
18	Cc1cc(C)c2[nH]c(=O)c(CN(Cc3cccnc3)C(=S)NCCCN(C)C)cc2c1	6%	13%	-11%	-3%	19%	0%	2%	7%	0	-2%	1%
19	Cc1ccc(N(C(=O)Cn2nnc(-c3ccccc3F)n2)C(C(=O)NC2CCCC2)c2ccncc2)cc1 (centres undefined)	-24%	5%	-6%	-2%	3%	8%	0%	-5%	3	3%	0%
20	CCOc1ccc(Br)cc1S(=O)(=O)N1CCC(C(N)=O)CC1	-2%	-2%	-1%	-2%	7%	-1%	3%	3%	0	1%	-8%
21	O=C(CN1CCN(C2CCCCC2)CC1)Nc1ccccc1-c1ccccc1	-7%	0%	-4%	-1%	-14%[0.365 µM]	-11%	14%	-16%	-5	0%	-29%
22	COc1cccc(NC(=O)c2cc(OC)c(OC)c(OC)c2Br)c1	5%	?	-3%	-3%	-1%	-4%	-4%	38%	5	-3%	6%
23	COc1ccc(Cc2noc(-c3ccc(C)cc3)n2)cc1	98%	?	14%	?	·	?	?	-21%[0.365 µM]	?	13%	-8%
24	O=C(COc1cccnc1[N+](=O)[O-])NCCc1ccc(Cl)cc1	0%	14%	0%	-1%	1%	3%	-1%	2%	3	-4%	-2%
25	COc1ccc(S(=O)(=O)n2c(CCN3CCOCC3)nc3ccccc32)cc1	8%	16%	2%	-10%	-4%	8%	-4%	?	-3	7%	3%
26	O=S(=O)(NC(=S)c1ccccc1)c1ccc(Cl)cc1	-12%	-27%	-7%	-7%	-28%	-6%	-7%	?	-6	0%	1%
27	Cc1ccc(N2C(=O)CC(Sc3nc(C)cc(C)n3)C2=O)cc1 (centres undefined)	-38%	?	-1%	-60%[inhibitor]	-23%	-2%	3%	?	1	-20%	3%
28	Cc1csc(SCC(=O)NC(=O)c2ccccc2)n1	-2%	13%	-1%	-2%	·	1%	0%	·	0	-4%	1%
29	N#Cc1sc2nc(-c3cccs3)cc(-c3ccccc3)c2c1N	-44%	?	0%	0%	0%	0%	-12%	-24%	1	1%	-2%
30	O=C(COC(=O)c1ccc(O)cc1)NCCC1=CCCCC1	9%	-16%	0%	-1%	7%	-1%	-10%	-14%	16	1%	-1%
31	O=C(NC1C=CS(=O)(=O)C1)c1sc2ccccc2c1Cl (centres undefined)	11%	-2%	0%	-19%	-24%	-3%	?	-33%	-2	-9%	0%
32	COC(=O)c1cccc(NC(=O)c2cccnc2C(=O)O)c1C	-4%	14%	11%	1%	1%	-1%	-1%	25%	1	-2%	0%
33	O=C(/C=C/c1cccc(F)c1)OCC(=O)N1CCCC1	-1%	1%	·	?	·	2%	·	·	·	·	-2%
34	Cc1ccc(N/C(N)=N/c2nc3c(c(=O)[nH]2)CCCC3)c(C)c1	-52%	11%	-13%	2%	-8%	0%	3%	9%	3	-26%	3%
35	Cn1c(CN2CCN(S(C)(=O)=O)CC2)nc2cc([N+](=O)[O-])ccc21	-5%	-1%	-4%	-2%	-5%	-1%	-2%	?	1	-6%	2%
36	O=C(CSc1ncn[nH]1)N1c2ccccc2Sc2ccccc21	-3%	-7%	-1%	0%	4%	-4%	3%	12%	-4	-7%	-1%
37	COC(=O)C1(CCSC)NC(c2ccccc2OC)C2C(=O)N(C)C(=O)C21 (centres undefined)	0%	9%	4%	3%	-1%	1%	-3%	2%	-4	-4%	-3%

Not a hit list; overall some 15% were active at least once.
